Screening results: PubChem, National Center for Advancing Translational Sciences (NCATS)
TDP43 rescue: rescues yeast growth from TDP-43 toxicity. TDP-43 expressing yeast growth rescue, BacTiter-Glo, 24 h. Potency, µM (doses to about 46.1 µM), inactives show at the top dose growth rescue (activation), usual class: activators. hit rate 1.8% among 410,000; note: potency is the fitted concentration of half-maximal effect; % of control where 0% means no effect; nearly all actives have a fitted effect of over 50% in size
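Galactose-induced TDP-43 yeast, OD600=0.02, compound pinned; 24 hr, 30 deg C; BacTiter-Glo luminescence for growth. Inhibitors of TDP-43 toxicity read as activators.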
DRD3 agonist: agonists of human D3 dopamine receptor. P35462. D3R DiscoveRx beta-arrestin cells, luminescence, 90 min. max activation, %. hit rate 0.58% among 410,000; in the data active = max activation above about 30%; note: 0% is about no effect; mostly tested at two doses, the higher about 12 µM
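Cells at 1500/well, incubated overnight, then treated with pinned compounds (dopamine as control) for 90 min at 37 degrees C. DiscoveRx reagent added for 30 - 60 minutes at room temperature; luminescence read.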
GLP1R cytotox: cytotoxicity counter-screen for GLP-1 receptor inverse agonists; AID 624418; Potency, µM (doses to about 38.3 µM), inactives show at the top dose activity change, negative = inhibition, hits mostly inhibitors; hit rate 0.13% among 410,000; HEK293 cAMP-luciferase reporter cells, luminescence, 24 h;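 note: loss of luciferase light is scored as toxicity; potency is the fitted concentration of half-maximal effect; % is set by controls: 0 for no effect and ±100 for the full control effect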
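MLSMR compounds, 24 hr on cells at 37 deg C/5% CO2; luminescence after luciferase reagent (12 min RT). Inhibition counted as the undesired cytotoxic outcome.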
GLP-1R agonist: GLP-1 receptor (human) agonism. Potency, µM (titrated, usually from 45.6 µM), inactives show top-dose activation, actives largely listed as activators. AID 624172. hit rate 0.007% among 380,000. HEK293 GLP-1R CRE-luciferase, luminescence, 4-6 h; cells express a hypersensitive GLP-1R form; note: potency is the fitted concentration of half-maximal effect; % of control where 0% means no effect
Target sequence (P43220 whole entry, looked up): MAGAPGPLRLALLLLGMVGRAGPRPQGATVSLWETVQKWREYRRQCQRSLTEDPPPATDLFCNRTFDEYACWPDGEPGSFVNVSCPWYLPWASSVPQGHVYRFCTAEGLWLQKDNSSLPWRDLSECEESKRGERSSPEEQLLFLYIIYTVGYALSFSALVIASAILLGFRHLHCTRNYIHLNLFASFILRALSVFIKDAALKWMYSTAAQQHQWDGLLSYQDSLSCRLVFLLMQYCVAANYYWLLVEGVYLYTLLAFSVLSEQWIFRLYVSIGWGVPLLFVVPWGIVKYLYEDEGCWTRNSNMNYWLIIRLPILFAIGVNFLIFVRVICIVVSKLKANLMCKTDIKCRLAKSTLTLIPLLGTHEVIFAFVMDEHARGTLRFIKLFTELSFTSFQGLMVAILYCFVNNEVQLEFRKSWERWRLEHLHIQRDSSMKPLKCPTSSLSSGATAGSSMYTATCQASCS
DRD3 antagonist: antagonists of human D3 dopamine receptor; AID 652054; P35462; D3R cells, DiscoveRx beta-arrestin luminescence, antagonist mode; stronger effect = lower value; max response, negative = inhibition, %; hit rate 2.5% among 360,000; in the data active = max response below about -50%; inconclusive = no clear call, values can overlap the other calls; note: % is set by controls: 0 for no effect and ±100 for the full control effect; mostly tested at two doses, the higher about 12 µM
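Cells expressing the human receptor were seeded at 1500 cells/well, incubated overnight at 37 degrees C in 5% CO2, then exposed to library compounds with dopamine controls for 90 minutes at 37 degrees C before luminescent detection.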
aSyn rescue: inhibitors of alpha-synuclein toxicity in yeast | Potency, µM (series often up to 46.1 µM), inactives show at the top dose growth rescue (activation), usual class: activators | hit rate 0.14% among 370,000 | AID 652106 | Yeast expressing alpha-synuclein, growth rescue, BacTiter-Glo, 24 h; note: potency is the fitted concentration of half-maximal effect; % of control where 0% means no effect; nearly all actives have a fitted effect of over 65% in size
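Readout is rescue of growth in alpha-synuclein-expressing yeast, so inhibitors of toxicity appear as activators. Growth after 24 hr at 30 deg C in galactose medium is quantified by luminescence.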
PTHR1 ag: agonists of human PTHR1 parathyroid hormone receptor. Q03431. HEK293 GP2 PTHR1 cells, GloSensor cAMP luminescence, 1 h. Potency, µM (top dose mostly 115 µM), without a hit: at the top dose activation, hits mostly activators. hit rate 0.075% among 410,000; note: potency is the fitted concentration of half-maximal effect; nearly all actives have a fitted effect of over 55% in size; some results filed as inactive show a strong effect at the top dose; inactives centre near -15; many of its hits are not listed in these tables
Target sequence (Q03431 whole entry, looked up): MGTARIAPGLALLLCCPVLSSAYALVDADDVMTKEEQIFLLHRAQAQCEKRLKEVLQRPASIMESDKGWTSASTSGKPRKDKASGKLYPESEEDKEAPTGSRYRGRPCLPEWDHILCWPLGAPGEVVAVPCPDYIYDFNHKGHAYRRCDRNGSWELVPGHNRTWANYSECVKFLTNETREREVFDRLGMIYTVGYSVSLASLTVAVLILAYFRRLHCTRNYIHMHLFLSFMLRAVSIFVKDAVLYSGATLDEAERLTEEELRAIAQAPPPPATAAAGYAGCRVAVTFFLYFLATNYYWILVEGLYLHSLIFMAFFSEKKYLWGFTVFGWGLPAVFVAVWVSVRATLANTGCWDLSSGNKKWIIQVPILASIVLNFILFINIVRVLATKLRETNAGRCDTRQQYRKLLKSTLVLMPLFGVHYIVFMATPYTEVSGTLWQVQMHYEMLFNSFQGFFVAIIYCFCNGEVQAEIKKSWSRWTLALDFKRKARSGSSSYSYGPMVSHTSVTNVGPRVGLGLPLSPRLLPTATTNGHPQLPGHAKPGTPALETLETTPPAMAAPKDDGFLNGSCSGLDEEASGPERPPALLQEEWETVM
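HEK-293-derived GP2 cells expressing PTHR1 and a GloSensor cAMP reporter, 3,000/well, plated overnight, given luciferin plus IBMX (each 0.5 mM as added) for 1 h at 37 °C, then compound for 1 h at 37 °C. Luminescence was read after 15 min at room temperature.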
GLP-1R inv ag: GLP-1 receptor (human) inverse agonism; Potency, µM (series often up to 38.3 µM), inactives show top-dose activity change, negative = inhibition, most hits filed as inhibitors; AID 624417; hit rate 1.6% among 410,000; HEK293 GLP-1R CRE-luciferase, luminescence, 24 h; GLP-1R form is constitutively active; note: potency is the fitted concentration of half-maximal effect; % is set by controls: 0 for no effect and ±100 for the full control effect; nearly all actives have a fitted effect of over 55% in size
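Assay principle: reduced luminescence from a cAMP-responsive reporter in HEK293 cells co-expressing a constitutively active GLP-1R. Conditions: 24 hr compound incubation, 37 deg C, 5% CO2.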
KB-V1 MDR tox: kills drug-selected multidrug resistant KB-V1 cells; KB-V1 MDR cells viability, CellTiter-Glo, 72 h; Potency, µM (top dose mostly 46.1 µM), inactives show at the highest dose activity change, negative = cytotoxicity, most hits filed as cytotoxic; hit rate 3.4% among 400,000; AID 1347076; note: potency is the fitted concentration of half-maximal effect; % is set by controls: 0 for no effect and ±100 for the full control effect; nearly all actives have a fitted effect of over 60% in size
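Cells of the MDR subline KB-V1 are plated, dosed with compound at multiple concentrations, and incubated 72 h at 37 degrees C; CellTiter-Glo is then added and luminescence read after 10 min.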
* hit, by the source's call; i = inactive; u = inconclusive; x = not tested or not shown; & = joins results of further samples; [ ] = dose if it differs, or a comment. Unless noted, calls come from the whole dose curve; as a rule, active = well fitted curve in the direction sought with a large enough effect; inconclusive = small, poorly fitted or top-dose-only effect, or another doubt; inactive = no such curve, though single readings can be large; an effect the other way counts as inactive or inconclusive. This is a subset (hit frequency here may not be typical).

SMILES | TDP43 rescue | DRD3 agonist | GLP1R cytotox | GLP-1R agonist | DRD3 antagonist | aSyn rescue | PTHR1 ag | GLP-1R inv ag | KB-V1 MDR tox
CCOc1ccc(CNC(=O)Cn2nc(C)n3cccc3c2=O)cc1 | -2% | -22 | -5% | x | x | x | 11% | 1% | -6%
COc1cccc(C2CCCCN2Cc2nc(-c3ccc(C)o3)oc2C)c1 (stereo not drawn) | 1% | -6 | -6% | 4% | 3 | 5% | -20% | u | -11%
CN(C)c1ccc(/C=C2\Oc3ccc(C#Cc4cccc(N)c4)cc3C2=O)cc1 | 26% | 56* | 144%[activator] | -3% | 44 | -13% | i | u | -23%
Cc1c(Cl)cccc1NC(=O)C(C)N(c1ccccc1)S(C)(=O)=O (stereo not drawn) | 23% | -7 | -6% | 0% | x | x | i | 6% | 17%
CCOC(=O)N1CCN(C(=O)CCCn2c(=S)[nH]c3ccsc3c2=O)CC1 | 18%[9.22 µM] | -5 | 8% | 6% | 6 | 3% | i | 4% | 3%
COc1ccc(C(=O)Nc2ccc(C(=O)N3CCCCC3)cc2)cc1OC | 29% | 4 | 2% | 2% | -3 | -3% | i | 28% | u
CC(C)=C(NC(=O)c1ccccc1Cl)C(=O)NCCc1nc2ccccc2[nH]1 | 11% | 8 | -31% | 2% | 5 | 1% | i | 5% | 18%
Cc1ccc(-c2csc(Nc3ccc(C(=O)O)cc3)[n+]2Cc2ccccc2)cc1 | x | -13 | 8% | -2% | -10 | 16% | -20% | 3% | 21%
CNC(=O)c1sccc1S(=O)(=O)Cc1c(Cl)cccc1Cl | -5% | -3 | -14% | 4% | 2 | -6% | i | -13% | 11%
CC(C)(C)C(=O)O/N=C(\N)c1ccc(Br)cc1 | -1% | 12 | 21% | 4% | -3 | -15% | -12% | 32% | 16%
COc1ccc(C(=O)CN2Cc3ccccc3C2=N)cc1 | 12% | -10 | -34% | -3% | -4 | -1% | -28% | u | -27%
CCn1c(C(=O)O)c(S(=O)(=O)c2ccc(Cl)cc2)c2ccccc21 | -6% | 3 | -14% | -1% | 5 | 6% | -6% | 7% | 0%
CC(=O)NC(c1ccc(F)c(F)c1)c1nc(-c2cnn(C)c2)cs1 (stereo not drawn) | 0% | -4 | 2% | -7% | -8 | u | i | 18% | 5%
Cc1cc(C)n(Cc2ccc(C(=O)Nc3ccc(Br)cc3C)o2)n1 | 8% | -4 | -4% | 10% | 5 | 0% | -40%[inhibitor] | u | 0%
COCCN(C(=O)COC(=O)/C=C/c1ccc(SC)cc1)c1c(N)n(Cc2ccccc2)c(=O)[nH]c1=O | u | 4 | 10% | 17% | -26 | 5% | -15% | -5% | 0%
CCCNS(=O)(=O)c1ccc(CCC(=O)NCc2cccnc2)cc1 | 12% | -4 | -4% | -11% | -4 | 6% | -18%[57.5 µM] | 2% | -1%
O=C1C=CC(c2ccccc2)(c2ccccc2)CC1 | 16% | -3 | 9% | 11% | 4 | 2% | -11% | u | u
C=CCC(=O)N1CCC(n2nccc2NC(=O)c2ccc3c(c2)OCO3)CC1 | 24% | 3 | -2% | 8% | 1 | 6% | i | 11% | 8%
CCC1CCCCN1C(=O)CSc1nc2c([nH]c3ccccc32)c(=O)n1-c1ccc(OC)cc1 (stereo not drawn) | u | 3 | -11% | 13% | x | 2% | -13% | 7% | u
O=C(c1ccc(S(=O)(=O)N2CCCC2)cc1)N1CCN(c2ccccc2)CC1 | 9% | -1 | -5% | 8% | 6 | 11% | -3% | -17% | -5%
CCOC(=O)N1CCN(C(=O)CCS(=O)(=O)c2cc3c(cc2Cl)NC(=O)CO3)CC1 | 8% | 2 | -7% | -2% | -10 | -7% | -28% | 5% | 6%
COc1ccc(C2=C(C)C(N3CCC(C(=O)NCc4ccc(C)o4)CC3)=NS2(=O)=O)cc1 | 4% | -2 | 3% | x | x | x | 2% | 2% | 0%
COc1cc(/C=C2/C(=O)NN(c3ccc(Cl)c(Cl)c3)C2=O)cc([N+](=O)[O-])c1O | -6% | -5 | -30% | -4% | -7 | -1% | -28% | u | 8%
CC(/C=N/n1c(-c2ccncc2)n[nH]c1=S)=C\c1ccco1 | 20% | -11 | -2% | -1% | -27 | 2% | -25% | -4% | 11%
CCCCn1c(=O)c2oc3ccccc3c2n(Cc2cccc(F)c2)c1=O | 16% | 9 | 2% | x | x | x | i | 1% | x
O=C(CSc1n[nH]c(Cc2ccccc2)n1)Nc1ccccc1Br | -11% | 3 | 11% | 7% | 0 | 14% | 18% | -18% | u
COC(=O)c1ccc(NC(=O)NC(C)c2c(-n3cccc3)sc(C)c2C)cc1 (stereo not drawn) | 1% | -3 | -17% | x | x | x | -92%[inhibitor] | u | x
COc1ccccc1NC(=O)CSc1nncn1-c1ccccc1 | 6% | 3 | -8% | -1% | 125 | 4% | i | 10% | -9%
CN1C(=O)/C(=C\c2ccccc2F)Sc2ccc(C(=O)NC3CCN(Cc4ccccc4)CC3)cc21 | -20% | -22 | 0% | -1% | u | -2% | -20% | u | 10%
Cc1cc(C)cc(NC(=O)CN2CCCN(S(=O)(=O)c3ccc(Br)s3)CC2)c1 | -26% | -29 | -18% | 3% | -22 | 6% | i | -8% | 2.9µM*
COc1ccccc1C(=O)NS(=O)(=O)c1ccc(C)cc1 | 18µM* | -2 | 2% | -1% | -11 | u | i | 5% | -7%
O=C(COC(=O)CNC(=O)c1ccc(Cl)cc1)Nc1ccc(Cl)cc1C(F)(F)F | 6% | 4 | 1% | -6% | 21 | 8% | -7% | 9% | 8%
Cc1cc(C)cc(NC(=O)CCC(=O)N2CCSc3ccccc32)c1 | 14%&21% | 1&-13 | -11%&-11% | 7% | -14 | 0% | -20%&-21% | u | -17%
CCCCN1CCN=C1N(C)C | 11% | 14 | 5% | -5% | -17 | -2% | -27% | -9% | 0%
NC(=O)c1ccccc1N/C=C/C(=O)c1ccc(Cl)cc1 | 13% | -11 | 27% | -4% | -12 | -19% | u | u | u
Cc1ccsc1C(=O)NCCc1c[nH]c2ccccc12 | 20% | 2 | -3% | 11% | -10 | 6% | i | -11% | -24%
NC(=O)Nc1ccc(C(=O)OCC(=O)Nc2sccc2C(N)=O)cc1 | 22% | 8 | -4% | 10% | 6 | -5% | i | 66%[activator] | 20%
COc1cc(C2/C(=C(/O)c3ccc(OCC(C)C)cc3)C(=O)C(=O)N2CCN(C)C)ccc1O (stereo not drawn) | -4% | 10 | 1% | 4% | 3 | -27% | -6%[57.5 µM] | 2% | 2%
Cc1cc(=O)n(CC(=O)NC2CC2)c2c1c(C)nn2-c1ccccc1 | -3% | 4 | 0% | 1% | 5 | -4% | -24% | 4% | 22%
O=C(NCc1ccc(Cl)cc1)c1ccc(CSCc2cccc(Cl)c2)o1 | u | 6 | 9% | x | x | x | i | u | -25%
CC(C)CC(=O)Nc1ccc2oc(-c3ccncc3)nc2c1 | -21% | -5 | -1% | 27% | 11 | -1% | -12%[57.5 µM] | 78%[activator] | -1%
CCCCN(C(=O)c1cccc(N2C(=O)c3ccccc3C2=O)c1)c1c(N)n(CCCC)c(=O)[nH]c1=O | 1% | 3 | 5% | -5% | 7 | 8% | -25% | 6% | -9%
CCCN1C(=O)/C(=C\C=C2/C=CN(CC)c3ccccc32)SC1=S | -34%[inhibitor] | 3 | -5% | -12% | -12 | -5% | -12% | 0% | u
O=S(=O)(Nc1ccc(Br)cc1)c1cccc2nonc12 | u | -9 | 15% | -4% | -21 | u | i | 10% | 8%
N#Cc1cc2ccccc2nc1SCC(=O)Nc1ccccc1N1CCOCC1 | 0% | 3 | -5% | -2% | -18 | 1% | -6% | 3% | 4.6µM*
OC(COc1ccc(CNCc2cccnc2)cc1)CN1CCc2ccccc2C1 (stereo not drawn) | 8% | 4 | u | -3% | -103* | 1% | i | u | 0%
COc1ccccc1CNC(=O)c1ccc(Br)o1 | 24% | 14 | 7% | 1% | 20 | -2% | i | 11% | 0%
Cc1ccc(-c2nnc(NC(=O)CCS(=O)(=O)c3ccc(F)cc3)o2)c(C)c1 | 14% | -10 | 13% | -21% | 0 | -4% | 0% | 1% | -15%
Cc1ccc(NC(=O)CCc2c(C)nc3c(-c4ccc(F)cc4)c(C)nn3c2C)cc1F | 9% | -8 | 2% | -2% | x | x | -35%[inhibitor] | -11% | 0%
CC(=O)c1ccc(NC(=O)Nc2ccncc2)cc1 | 0% | 3 | 1% | 3% | 9 | -1% | i | -17% | 0%
O=C(N/N=C/C=C\c1ccco1)c1ccccn1 | 12% | 12 | -12% | 8% | 15 | 8% | i | 75%[activator] | 6%
Cc1cccc(N2CCN(C3CCCCC3NS(=O)(=O)c3ccccc3)CC2C)c1 (stereo not drawn) | 9% | 5 | 2% | 0% | -3 | 0% | -9% | u | 0%
COc1ccc(NC(=O)c2scc(S(=O)(=O)C(C)C)c2N)cc1 | u | 0 | -10% | 18% | -10 | -7% | -3% | u | 6%

Arranged by length of the SMILES (ascending): part of the list above
SMILES | TDP43 rescue | DRD3 agonist | GLP1R cytotox | GLP-1R agonist | DRD3 antagonist | aSyn rescue | PTHR1 ag | GLP-1R inv ag | KB-V1 MDR tox
COc1ccccc1CNC(=O)c1ccc(Br)o1 | 24% | 14 | 7% | 1% | 20 | -2% | i | 11% | 0%
O=S(=O)(Nc1ccc(Br)cc1)c1cccc2nonc12 | u | -9 | 15% | -4% | -21 | u | i | 10% | 8%
COc1ccc(NC(=O)c2scc(S(=O)(=O)C(C)C)c2N)cc1 | u | 0 | -10% | 18% | -10 | -7% | -3% | u | 6%
CCCN1C(=O)/C(=C\C=C2/C=CN(CC)c3ccccc32)SC1=S | -34%[inhibitor] | 3 | -5% | -12% | -12 | -5% | -12% | 0% | u
